High-throughput results as filed in PubChem.
F-actin modifier: modifiers of cytoskeleton assembly; HUVEC TNFa F-actin phalloidin imaging, high content; inhibition, % at 2 µM; actives 0.18% (n = 91,000); AID 836;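 active = inhibition above the batch mean plus 3 SD and confirmed as a hit by visual image inspection, cut at about 30% in these data, passing the limit was not always enough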; also: strong numbers were not always called active
VCAM1 TNFa inh: reduces TNF alpha induced VCAM1 expression in HUVEC; HUVEC TNFa-induced VCAM-1 immunofluorescence, high-content imaging; inhibition, % at 2 µM; actives 0.48% (n = 95,000); AID 802;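 active = inhibition above the batch mean plus 3 SD, with images confirmed as a hit by eye, cut at about 37% in these data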;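 also: 0% = TNF-stimulated DMSO wells and 100% = unstimulated control wells; not every result past the cut was called active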
Plk1 PBD FP: blocks phosphopeptide binding to human Plk1 polo box domain | Plk1 PBD phosphopeptide binding, fluorescence polarization | actives 0.13% (n = 97,000) | inhibition, %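 (tested at about 20 µM)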; in the data active = inhibition above about 34%, passing the limit was not always enough
Target sequence (P53350 whole entry, looked up, the tested form may be a part): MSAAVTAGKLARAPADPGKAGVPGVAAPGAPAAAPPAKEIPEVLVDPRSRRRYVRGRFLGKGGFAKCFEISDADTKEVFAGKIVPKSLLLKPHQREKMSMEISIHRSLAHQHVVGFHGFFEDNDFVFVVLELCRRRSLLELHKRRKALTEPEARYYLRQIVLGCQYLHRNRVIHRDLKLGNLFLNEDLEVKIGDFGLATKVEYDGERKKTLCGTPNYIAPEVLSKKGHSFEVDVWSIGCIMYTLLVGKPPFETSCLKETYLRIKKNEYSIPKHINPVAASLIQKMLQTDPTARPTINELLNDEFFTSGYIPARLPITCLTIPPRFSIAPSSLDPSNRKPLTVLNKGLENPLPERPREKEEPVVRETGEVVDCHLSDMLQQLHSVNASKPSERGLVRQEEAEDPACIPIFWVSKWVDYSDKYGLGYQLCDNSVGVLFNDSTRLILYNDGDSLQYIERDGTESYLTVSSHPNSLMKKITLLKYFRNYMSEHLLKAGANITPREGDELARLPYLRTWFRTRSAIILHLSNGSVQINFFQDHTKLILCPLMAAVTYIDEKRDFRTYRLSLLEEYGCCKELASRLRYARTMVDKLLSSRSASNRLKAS
E coli WT exp: growth inhibitors of E. coli BW25113 wild type; actives 0.15% (n = 98,000); growth inhibition, % at 100 µM; OD600 absorbance;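 active = growth inhibition above about 50% at one test dose, limit read from the data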;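 also: growth measured after 20 h incubation at 37 °C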
HUVEC tox TNFa: toxic to HUVEC cells under TNF alpha stimulation. HUVEC TNFalpha-stimulated, Hoechst cell count, imaging. actives 0.17% (n = 93,000). cell count reduction, % at 2 µM;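 active = cell count reduction exceeding the screen mean by over 5 SD, scaled to untreated wells per plate, cut at about 78% in these data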;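 also: cells counted after 24 h of TNF alpha exposure following the 1 h pretreatment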
PLK1 kinase inh: PLK1 (human) kinase inhibition; inhibition, % at 10 µM; P53350; actives 0.53% (n = 97,000); recombinant PLK1 kinase, TR-FRET peptide phosphorylation;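 active = inhibition of 50% or more in the single-concentration screen; inactive = inhibition below 50%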;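 also: 0% = DMSO max control and 100% = H-89 dihydrochloride min control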
sEH inhibitor: blocks human soluble epoxide hydrolase activity | P34913 | recombinant human sEH enzymatic activity assay | inhibition, % at 2 µM | actives 0.34% (n = 91,000) | AID 707; in the data active = inhibition above about 80%; also: values of inactives mirror those of a sister screen read the other way; many of its hits are not listed in these tables
DAT uptake mod: changed human dopamine transporter uptake under cocaine IC80; Q01959; LLC-PK1 hDAT cells, [14C]-dopamine uptake with cocaine IC80; actives deviate in either direction; B-score at 10 µM; actives 1.3% (n = 110,000); AID 449768;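 active = Z score or B-score, a plate-position-corrected score, falls beyond the plate's 99.7% confidence bounds, in either direction; inactive = both scores lie inside the 99.7% bounds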;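 also: scored against the spread of the other compound wells on the same plate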
HUVEC tox IL1B: toxic to HUVEC cells under IL-1B stimulation. AID 845. actives 0.41% (n = 94,000). cell count reduction, % at 2 µM. HUVEC cell count loss, Hoechst imaging, IL-1B stimulated;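 active = cell count reduction more than 3 SD above the screen-wide mean, cut at about 70% in these data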;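 also: normalized per plate to untreated control cells as the no-loss baseline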
The depositor's hits bear a star; . = no result given. Not a hit list; any-hit rate near 3.4%.

1: O=C(Nc1ccccc1Cl)c1ccn[nH]1
2: O=C(CSc1ccc(Cl)cc1)NCC1CCCO1 (stereo unspecified)
3: CCOc1cccc2sc(NC(=O)CC)nc12
4: COc1cccc(-c2nnc(NC(=O)C3CCCCC3)o2)c1
5: O=c1[nH]c2cc3c(cc2cc1C(c1nnnn1C1CCCCC1)N1CCSCC1)OCCO3 (stereo unspecified)
6: CCN(CC)C(=O)c1ccc(Nc2nnc(C)c3ccccc23)cc1
7: O=C(COC(=O)Cc1ccc(S(=O)(=O)N2CCOCC2)s1)NCCc1ccccc1
8: COc1ccc(C2NC(C(=O)O)CS2)cc1COCC(F)(F)F (stereo unspecified)

compound no.	1	2	3	4	5	6	7	8
F-actin modifier	15	-2	.	8	-7	2	8	.
VCAM1 TNFa inh	1	1	9	11	-6	14	5	.
Plk1 PBD FP	-16	19	11	-2	-16	6	17	-3
E coli WT exp	2	5	5	-2	-25	.	5	-1
HUVEC tox TNFa	-26	-7	-27	-21	2	-10	-25	.
PLK1 kinase inh	-4	-15	3	-6	-28	-5	10	-4
sEH inhibitor	6	-12	-17	12	9	8	21	.
DAT uptake mod	0.76	-0.6	-0.16	-0.46	.	1.2	-0.62	-0.073
HUVEC tox IL1B	-22	-8	30	-20	-155	11	12	-7

9: CC(C)(C)c1cc(CN2CCOCC2)c(C(=O)O)o1
10: CCOC(=O)Cc1csc(NS(=O)(=O)Cc2ccccc2)n1
11: CCCCCCn1c(N(CC)CC)nc2c1c(=O)[nH]c(=O)n2C
12: CCCCCOc1ccc(C(=O)NC(C(=O)O)C(C)C)cc1 (stereo unspecified)
13: COc1ccc(C)cc1S(=O)(=O)N1CCC(C)CC1
14: COC(=O)C1=C(C)NC(=O)CC1c1ccccc1 (stereo unspecified)
15: COc1ccc(-c2nnc(SCC(=O)Nc3cccc(Cl)c3)o2)cc1
16: O=C(NNC(=O)c1ccccc1O)c1ccc(Cl)cc1

compound no.	9	10	11	12	13	14	15	16
F-actin modifier	0	6	-6	21	10	0	-18	9
VCAM1 TNFa inh	15	-9	-3	7	-3	-15	1	10
Plk1 PBD FP	0	15	-14	17	-4	9	1	-7
E coli WT exp	-2	1	2	-12	1	.	-5	-1
HUVEC tox TNFa	3	-3	-10	-32	-46	.	-18	-18
PLK1 kinase inh	-4	-5	6	-3	-12	-10	-7	-17
sEH inhibitor	-7	-17	2	5	-14	-6	-9	-1
DAT uptake mod	1.6	-0.97	0.6	0.084	0.65	1.8	-0.61	-0.26
HUVEC tox IL1B	24	-22	-43	-100	16	19	11	-22

17: O=C(CSc1nnc(COc2ccc(Cl)cc2)n1Cc1ccco1)c1ccccc1F
18: COc1ccc(/C=N/NS(=O)(=O)c2ccc(C)cc2)cc1OC(=O)c1ccccc1
19: CCOC(=O)c1ccccc1NC(=O)Cn1cnc2c(cnn2-c2ccc(OC)cc2)c1=O
20: O=C(CCCCn1c(=O)c2ccccc2n(CC(=O)NC2CCCC2)c1=O)NCc1ccco1
21: Cc1ccc(NC(=S)NNC(=O)c2ccccc2OC(F)F)cc1
22: COCCn1c(=S)[nH]c2cc(C(=O)NC(C)C)ccc2c1=O
23: CCOc1ccc(Cl)cc1CSc1n[nH]c(CC)n1
24: CCOc1cccc(-c2nc(C(N)=O)c3[nH]c(=O)n(-c4cccc(Cl)c4)c3n2)c1O

compound no.	17	18	19	20	21	22	23	24
F-actin modifier	9	-1	12	-2	-4	7	-7	1
VCAM1 TNFa inh	-3	-3	2	9	22	0	1	11
Plk1 PBD FP	-16	22	19	-31	-2	-26	-23	-18
E coli WT exp	-10	-7	.	-2	15	-5	10	5
HUVEC tox TNFa	-29	-7	-18	-1	2	-14	-8	-20
PLK1 kinase inh	5	-9	-12	-8	-3	-15	-4	-7
sEH inhibitor	.	0	4	.	9	4	-10	-8
DAT uptake mod	-0.72	0.054	.	0.039	.	-0.0094	-1.3	-0.27
HUVEC tox IL1B	14	-4	-20	4	5	-9	-2	-10

25: CCn1ncc(/C=C/C(=O)NCc2cn(C)nc2C)c1C
26: CCOC(=O)c1sc2nc(CC(=O)OC)nc(NCC(=O)OC)c2c1C
27: O=C(O)c1ccc2c(c1)C(=O)N(c1ccc(Cl)cn1)C2=O
28: CCOc1ccc(OCC)c(NC(=O)C2COc3ccccc3O2)c1 (stereo unspecified)
29: COc1cccc(/C=N/NC(=O)c2c(-c3ccccc3)noc2C)c1O
30: O=C(C1CCN(c2nnc(-n3cccc3)s2)CC1)N1CCN(c2cccc(C(F)(F)F)c2)CC1
31: CSc1nc2ccc(S(=O)(=O)NC3CCCCC3)cc2s1
32: O=S(=O)(/N=C(/c1ccccc1Cl)N1CCOCC1)c1ccccc1

compound no.	25	26	27	28	29	30	31	32
F-actin modifier	-5	5	14	10	18	7	-10	16
VCAM1 TNFa inh	13	-2	16	-10	14	-23	-7	-2
Plk1 PBD FP	15	-11	-6	12	1	7	8	-17
E coli WT exp	15	-4	-5	1	16	-6	-2	2
HUVEC tox TNFa	-3	-47	-17	-20	-14	-32	15	17
PLK1 kinase inh	-6	9	-14	-3	-28	-6	-2	-8
sEH inhibitor	-4	-11	-2	.	-16	11	7	-2
DAT uptake mod	0.063	2.1	0.54	0.54	-0.64	-0.94	.	-0.14
HUVEC tox IL1B	.	-17	46	-8	14	-18	5	5

33: COc1ccc(CCNC(=O)CN(C2CCCCC2)S(C)(=O)=O)cc1
34: CCOC(=O)C1CCN(C(=O)Nc2ccc(OC)c(OC)c2)CC1
35: CC(C)(C)N1C(=O)c2ccc(C(=O)O)cc2C1=O
36: O=C1C2C(C(=O)N1/N=C/c1cc([N+](=O)[O-])ccc1O)C1C=CC2C12CC2 (stereo unspecified)
37: CSc1cccc(NC(=O)CSc2ccccc2)c1
38: COC(=O)c1sc(S(=O)(=O)N2CCC(C)CC2)c(C(=O)OC)c1C
39: O=C(CCCCCN1C(=O)CCC1=O)Nc1ccc(Cl)c(C(F)(F)F)c1
40: CC1(C)N=C(c2cccs2)C(C)(C)N1O

compound no.	33	34	35	36	37	38	39	40
F-actin modifier	5	6	.	-41	-17	10	-21	8
VCAM1 TNFa inh	9	9	.	-14	6	1	-12	22
Plk1 PBD FP	-26	-6	17	-2	-23	14	27	7
E coli WT exp	3	3	-8	8	2	-3	9	-2
HUVEC tox TNFa	-8	-1	.	34	-16	-32	-4	-18
PLK1 kinase inh	-8	-6	-10	-2	-6	-5	-14	-6
sEH inhibitor	-2	4	0	1	20	.	52	-8
DAT uptake mod	0.95	0.045	1	-0.25	-0.42	-0.91	-1	-0.54
HUVEC tox IL1B	32	-68	.	-7	-49	-18	2	-21

41: O=C(CCCOc1ccc(Cl)cc1Cl)Nc1ccncc1
42: Cc1ccc(OCC(=O)Nc2ccc3c(c2)nc(CCN2CCOCC2)n3C)cc1
43: CCOc1ccc(OCCCN(C)C)cc1
44: COc1cc(C(=O)NCc2ccco2)c(Br)c(OC)c1OC
45: CCOc1ccc(C(Nc2ccc(C)cc2)P2(=O)OCC(C)(C)CO2)cc1 (stereo unspecified)
46: c1ccc(CNn2nnnc2-c2ccccc2)cc1
47: O=C1CC(N2CCCc3ccccc32)C(=O)N1c1ccccc1 (stereo unspecified)
48: CC(C)(C)C1=Nn2c(nnc2-c2ccccc2F)SC1

compound no.	41	42	43	44	45	46	47	48
F-actin modifier	4	23	-15	-9	-16	-7	1	7
VCAM1 TNFa inh	2	10	2	-21	7	-8	-4	-8
Plk1 PBD FP	-5	2	47	-9	11	-23	0	-1
E coli WT exp	2	7	0	7	-1	3	-6	9
HUVEC tox TNFa	-27	-21	17	-50	-8	.	13	-12
PLK1 kinase inh	54*	5	-14	1	-7	-12	-16	-3
sEH inhibitor	8	5	-10	-4	5	5	-14	5
DAT uptake mod	1.6	0.54	-0.28	-0.3	-0.61	0.18	0.37	0.0048
HUVEC tox IL1B	-15	-6	-5	17	-28	-34	-6	-17

49: Cc1ccc(-c2nnc3c4ccccc4c(C)nn23)cc1NC(=O)c1ccco1
50: CCOCCCNC(=O)C(c1ccc(C)cc1)N(Cc1ccc2c(c1)OCO2)C(=O)CNC(C)=O (stereo unspecified)
51: CN(C)C(=O)CSc1nnc(CCN)o1
52: CCC(C)NC(=O)N[C@@H](CCSC)C(=O)OC (stereo partly specified)
53: COc1ccc(N2CCN(S(C)(=O)=O)CC2)cc1
54: Cc1cc(=O)n(CCO)c(O)c1C#N
55: O=c1nc2ccccc2c2n1CC(CN1CCN(c3cccc(Cl)c3)CC1)N2 (stereo unspecified)
56: COc1ccc(Br)cc1-c1noc(-c2ccccc2)n1

compound no.	49	50	51	52	53	54	55	56
F-actin modifier	-2	-3	3	1	-2	-10	1	-9
VCAM1 TNFa inh	19	14	18	-7	12	27	-1	-5
Plk1 PBD FP	13	3	-20	-9	2	6	-14	0
E coli WT exp	.	-3	4	6	1	5	-11	-2
HUVEC tox TNFa	-22	-23	-35	-6	0	-10	-5	-4
PLK1 kinase inh	-9	-8	-10	-10	-21	-11	-2	-8
sEH inhibitor	13	-6	3	-1	-6	34	2	0
DAT uptake mod	.	0.79	-0.33	-1.8	-0.48	0.5	-0.12	0.13
HUVEC tox IL1B	-9	-2	-59	-11	.	-2	-19	-1

57: Clc1ccc(Oc2cccc(/C=N/n3cnnc3)c2)cc1
58: CSCCC(NC(=O)c1cncc(Br)c1)C(=O)O (stereo unspecified)
59: C=CCOc1ccc(CNn2c(C)n[nH]c2=S)cc1OC
60: O=C(NCC1CCCO1)c1ccc(S(=O)(=O)N2CCCCC2)cc1 (stereo unspecified)
61: COc1ccc(N2CCN(S(=O)(=O)c3ccc(C(=O)NC4CCCC4)cc3)CC2)cc1
62: CCC(C(=O)O/N=C(\N)c1ccc(C)cc1)c1ccccc1 (stereo unspecified)
63: CCCCNC(=S)NNC(=O)c1cccnc1
64: CC(C)Cn1c(N)c(C(=O)CSc2nc3ccccc3n2C)c(=O)n(C)c1=O
65: O=C(CSc1nc2c(sc3ccccc32)c(=O)n1Cc1ccco1)NCC1CCCO1 (stereo unspecified)
66: C=CCc1cc(C)ccc1OCCn1ccnc1
67: CCOc1ccccc1Nc1nc(-c2sc(NC(=O)c3cccc(Cl)c3)nc2C)cs1

compound no.	57	58	59	60	61	62	63	64	65	66	67
F-actin modifier	12	9	-32	-10	-10	-25	6	20	-17	-18	2
VCAM1 TNFa inh	19	16	-13	-8	40	-4	9	-15	2	6	-1
Plk1 PBD FP	-24	-6	5	0	4	17	13	11	-20	9	-12
E coli WT exp	15	-1	1	-8	-3	2	.	-2	-11	10	-12
HUVEC tox TNFa	-14	2	14	-10	-12	4	-23	-9	0	7	-8
PLK1 kinase inh	-1	-16	-6	-12	2	1	-6	-11	-8	86*	-7
sEH inhibitor	3	-9	-26	5	8	4	1	2	-5	-10	34
DAT uptake mod	1.7	-0.34	0.23	-0.82	-0.037	0.18	-8.2*	-0.91	2.2	0.76	0.52
HUVEC tox IL1B	16	-81	5	-38	-2	.	33	11	-6	9	-12
